Screening results: PubChem BioAssay, NCI
All columns: NCI-60 one-dose screen, growth in % after 48 h at 10 µM unless noted; 100 = growth as untreated, 0 = no growth, -100 = all killed.
HCT-15 – HCT-15 colon cancer | AID 1794746 | 5.2% of 82,000 active
HCC-2998 – HCC-2998 colon cancer. 4.7% of 79,000 active
SNB-19 – SNB-19 CNS cancer cells | 2.5% of 81,000 active
SF-539 – SF-539 CNS cancer | 6.8% of 81,000 active | AID 1794752
SNB-75 – SNB-75 CNS cancer; 5% of 79,000 active
SW-620 – SW-620 colon cancer. 5.2% of 82,000 active. AID 1794795
SF-295 – SF-295 CNS cancer cells. 5.6% of 79,000 active. AID 1794758
KM12 – KM12 colon cancer cells. 5% of 82,000 active
HCT-116 – HCT-116 colon cancer | 7.3% of 82,000 active | AID 1794798
* = called active by the depositor. Rule for the calls: active = growth percent below 10; inactive = the rest. Only part of the results is shown; rates above refer to the full screens.

SMILES	HCT-15	HCC-2998	SNB-19	SF-539	SNB-75	SW-620	SF-295	KM12	HCT-116
CC1(C)[C@@H]2CC[C@@]1(CS(=O)(=O)O)C(=O)C2	110	96	101	104	105	105	101	107	95
